# FXN GAA850 act = frataxin GAA850 promoter activation | HEK293 lucGAA850 FXN promoter luciferase reporter, 24 h; percent of 10 µM SAHA response | activation, % at 6 µM | 360,000 tested, 0.56% active | AID 540364;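 active = activation above the average of all compounds screened plus 3 SD, cutoff fixed separately per campaign, cut at about 7.5% in these data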;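 note: 0% = DMSO wells and 100% = 10 µM SAHA wells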
# DAX1 inh-1 = inhibits human nuclear receptor DAX1; 340,000 tested, 0.99% active; P51843; AID 504766; HEK293 Gal4-DAX1 luciferase reporter, luminescence; inhibition, % at 6.75 µM;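 active = inhibition above the mean over all tested compounds plus 3 SD, cut at about 4.2% in these data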;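 note: 0% = DAX1-transfected cells with DMSO and 100% = empty-vector control cells with DMSO; inhibition shows as a rise in luminescence from relieved DAX1 repression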
# hgDAF-12 ag = activates the H. glycines DAF-12 receptor ligand-binding domain. activation, % at 6.8 µM. 370,000 tested, 1.8% active. HEK293 GAL4-hgDAF12 UAS-luciferase reporter, agonist luminescence; normalized to butyrate control;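 active = activation above a cutoff set at the mean of all screened compounds plus 3 SD, cut at about 10% in these data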;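 note: 0% = DMSO wells and 100% = sodium butyrate wells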
# ssDAF-12 act = S. stercoralis DAF-12 activation, primary screen; 370,000 tested, 1% active; AID 652126; HEK293 ssDAF-12/GRIP1 lit1-tk-luc reporter, luminescence; % of 3 µM dafachronic acid response; activation, % at 6.8 µM;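 active = activation above the mean over all tested compounds plus 3 SD, cut at about 0.9% in these data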;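 note: 0% = DMSO-only wells and 100% = 3 µM delta7-dafachronic acid wells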
# NPR2 activator = GC-B (human) receptor activation; P20594; HEK293-GC-B cells, CNP EC30, cGMP TR-FRET; 0% at EC30 CNP, 100% saturating CNP; activation, % at 10 µM; 370,000 tested, 0.11% active; AID 1920062;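 active = activation at 10 µM reaching about 35% in either raw or pattern-adjusted values, limit read from the data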
# hcDAF-12 act = activators of H. contortus DAF-12 nuclear receptor. HEK293 hcDAF-12 lit1-tk-luc reporter, luminescence; 0% DMSO, 100% Δ7-dafachronic acid. 370,000 tested, 1.4% active. activation, % at 6.8 µM;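 active = activation above the mean of all tested compounds plus 3 SD, cut at about 5.5% in these data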;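 note: 100% = response to 3 µM Δ7-dafachronic acid high control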
# DAX1 inh-2 = blocks DAX1 repression of SF-1 activated StAR promoter; inhibition, % at 6.8 µM; 370,000 tested, 1.1% active; HEK293T StAR-luciferase reporter, SF-1/DAX-1 repression relief; AID 652010;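 active = inhibition above the mean over all tested compounds plus 3 SD, cut at about 3.6% in these data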;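 note: 0% = DAX-1 cells with DMSO and 100% = cells lacking DAX-1 with DMSO; higher inhibition means more luminescence from relief of DAX-1 repression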
# SMARCA2 activ = increases SMARCA2 function in MMTV reporter cells. MG213 cells, MMTV-luciferase reporter, dexamethasone, overnight. activation, % at 9.1 µM. 370,000 tested, 1% active; in the data active = activation above about 7.8%;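 note: 0% = vehicle wells and 100% = reference activator wells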
# KLK7 zymogen act = activates the human kallikrein-7 zymogen. P49862. purified proKLK7, EDANS-DABCYL substrate fluorescence; 100% is mature enzyme control, 0% vehicle. activation, % at 7 µM. 370,000 tested, 0.9% active. AID 652039;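 active = activation above the mean of all tested compounds plus 3 SD, computed per campaign excluding outliers beyond control limits, cut at about 13% in these data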
# GC-A act = GC-A (human) enzyme activation. 370,000 tested, 0.14% active. HEK293 GC-A cells, cGMP TR-FRET, EC30 ANP; 0% at EC30 ANP, 100% saturating ANP. activation, % at 10 µM; in the data active = activation above about 40%
# Target sequence (P16066 whole entry, looked up): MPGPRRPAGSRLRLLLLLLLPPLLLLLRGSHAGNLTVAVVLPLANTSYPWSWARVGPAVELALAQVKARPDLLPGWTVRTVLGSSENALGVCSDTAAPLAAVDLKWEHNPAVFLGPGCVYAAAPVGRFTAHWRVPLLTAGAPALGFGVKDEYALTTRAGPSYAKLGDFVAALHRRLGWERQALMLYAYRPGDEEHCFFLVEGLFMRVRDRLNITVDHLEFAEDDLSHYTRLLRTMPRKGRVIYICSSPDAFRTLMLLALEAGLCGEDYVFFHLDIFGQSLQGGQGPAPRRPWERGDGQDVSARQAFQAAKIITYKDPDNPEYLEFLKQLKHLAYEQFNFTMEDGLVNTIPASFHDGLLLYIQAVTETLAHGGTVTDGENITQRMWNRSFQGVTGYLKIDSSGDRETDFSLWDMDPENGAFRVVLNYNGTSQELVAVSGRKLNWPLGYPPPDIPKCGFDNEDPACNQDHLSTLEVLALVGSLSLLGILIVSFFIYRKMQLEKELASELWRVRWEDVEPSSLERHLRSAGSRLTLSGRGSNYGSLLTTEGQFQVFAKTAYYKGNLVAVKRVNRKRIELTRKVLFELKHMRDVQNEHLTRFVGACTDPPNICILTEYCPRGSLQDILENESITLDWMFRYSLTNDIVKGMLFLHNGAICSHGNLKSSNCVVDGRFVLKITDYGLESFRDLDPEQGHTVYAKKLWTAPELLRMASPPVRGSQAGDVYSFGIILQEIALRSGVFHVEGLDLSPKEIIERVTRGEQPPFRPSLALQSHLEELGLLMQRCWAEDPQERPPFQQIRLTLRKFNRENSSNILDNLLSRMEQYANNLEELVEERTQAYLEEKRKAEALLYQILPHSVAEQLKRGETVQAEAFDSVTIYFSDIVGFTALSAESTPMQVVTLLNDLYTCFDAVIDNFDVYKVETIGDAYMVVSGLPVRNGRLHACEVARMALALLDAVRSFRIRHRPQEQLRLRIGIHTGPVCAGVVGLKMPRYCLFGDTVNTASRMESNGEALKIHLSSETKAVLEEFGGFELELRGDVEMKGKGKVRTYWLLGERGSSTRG
# sPLA2-III inh = Inhibits HGIII-sPLA2 liposome hydrolysis, primary screen | Q9NZ20 | QFRET BODIPY PC-A2 liposome hydrolysis, fluorescence | inhibition, % at 12.2 µM | 370,000 tested, 0.56% active | AID 743126;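 active = inhibition above mean plus 3 SD of compounds lying within the high and low control bounds, cut at about 19% in these data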;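 note: 0% = median of test compound wells and 100% = no enzyme DMSO wells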
# An asterisk follows results filed as active; · = no result given; & = joins results of further samples. Random draw from the library (roughly 6.7% active in at least one column).
SMILES,FXN GAA850 act,DAX1 inh-1,hgDAF-12 ag,ssDAF-12 act,NPR2 activator,hcDAF-12 act,DAX1 inh-2,SMARCA2 activ,KLK7 zymogen act,GC-A act,sPLA2-III inh
COc1ccc(OC(C)C(=O)Nc2ccc(F)cc2F)cc1 (stereo not given),0.6,1.2,8.3,-0.5,0,-1.5,-0.4,2,-0.1,0,-2
O=S(=O)(Nc1ccc(-c2csc(-c3ccccc3)n2)cc1)c1ccc(F)cc1,0.7,-1.3,0.7,-1.4,-7,-0.9,-0.1,1,-0.8,-1,-59
CCOc1ccc(NC(=O)CSC2=C(C#N)C(c3ccc4c(c3)OCO4)CC(=O)N2)cc1 (stereo not given),-0.3,-0.2,-1.6,-1.2,0,0.6,-0.7,-2,0.2,1,-14
N#CCC1c2ccccc2CCN1C(=O)Nc1cccc(C(F)(F)F)c1 (stereo not given),-2.0,-0.5,-3.6,-1.6,-2,-1.5,0.3,-1,-0.8,3,-17
CC(C)(C)NS(=O)(=O)c1ccc(CCC(=O)NCc2ccc3c(c2)OCO3)cc1,-1.9,0.5,-0.6,-0.9,2,0.2,0.2,-3,-0.1,1,-3
COc1ccc(-c2nc3ccccc3c(=O)[nH]2)cc1,4.1,2.0,13*,0.4,1,7.4*,2.6,4,-0.8,-2,9
CC(=O)Nc1ccc(Nc2ncc([N+](=O)[O-])c(Nc3ccc(NC(C)=O)cc3)n2)cc1,0.1,-0.9,-1.6,-0.7,7,0.6,-0.6,0,-0.2,15,-1
Cc1cc(C)n(CC(=O)NNC(=O)CC(C)c2ccccc2)n1 (stereo not given),0.8,-1.1,-0.8,-0.9,2,-1.6,1.1,0,-0.1,-1,4
COc1ccc(-c2nnc(SCC(=O)NC(C)C)n2CC2CCCO2)cc1OC (stereo not given),-0.2,0.8,1.4,-0.3,7,-1.0,0.0,-4,-0.7,4,8
CCCc1nc(SCC(=O)N2CCCC2)c2c(=O)n(C)c(=O)n(C)c2n1,0.0,-0.3,-3.5,-0.9,-1,-1.2,-0.5,-1,0.8,3,-2
O=S(=O)(N1CCOCC1)n1c(Cc2ccccc2)nc2ccccc21,0.4,-0.6,-0.7,-1.4,-9,0.5,1.3,1,0.3,-12,-1
CN(C)CCNC(=O)c1cccc(-c2cnc3c(NC=O)cc(/C=C/c4ccccc4)cn23)c1,2.2,·,1.9,-1.3,6,1.3,2.1,-5,-0.8,-1,-27
COC(=O)c1ccc(CN2CCC(Oc3ccc(C(=O)N4CCCCC4)cc3)CC2)cc1,1.6,-0.4,-0.7,-0.5,0,-1.8,-1.1,-1,-0.2,-1,-11
CC(=C\C(=O)O)/C(=C/c1ccccc1)C(=O)O,-0.7,2.5,0.6,-0.9,0,-0.1,-0.4,1,0.4,4,0
CN(C)c1ccnc2c[cH-]cc12.[Fe].c1ccc(-[c-]2[c-](-c3ccccc3)[c-](-c3ccccc3)[c-](-c3ccccc3)[c-]2-c2ccccc2)cc1 (stereo not given),2.1&1.2,2.6&0.8,1.7&0.6,-1.5&-1.6,-3&-3,-0.1&-1.1,-0.3&0.2,0&0,-0.7&-0.2,0&-2,11&4
CCOC(=O)CN1NC2(CCCC(C)C2)NC1=S (stereo not given),0.3,0.7,0.4,-1.1,1,-0.8,1.2,-2,0.2,0,4
COc1cc(NC(=S)Nc2cccnc2)cc(OC)c1OC,0.8,-0.7,1.1,-1.4,7,-1.9,0.1,1,-0.2,4,11
Cc1ccc(S(=O)(=O)N(C)C)cc1NC(=S)NC(=O)C12CC3CC(CC(C3)C1)C2,3.1,0.7,0.1,-0.5,1,-0.5,0.0,3,0.2,3,6
Cc1cccc(NC(=S)NCCSc2ccc(Cl)cc2)c1,1.9,0.7,1.0,-1.9,0,-2.1,0.6,-3,-0.1,-2,-10
CCN(CC)CCn1c2c(c(SCC(=O)Nc3ccc(C)c(F)c3)nc1=O)CCCC2,1.3,-0.5,-0.5,-0.7,-2,-0.7,0.8,-2,0.0,1,-14
CC(C)[C@H](CO)N(Cc1cccc(F)c1)c1nc(Nc2cccc(Cl)c2)c2ncn(C(C)C)c2n1,1.7,1.5,-2.9,-1.4,-16,-2.0,-0.8,-2,-3.5,-2,4
COc1ccc(Cl)cc1NC(=S)NCc1ccc(S(N)(=O)=O)cc1,2.2,0.5,3.3,-1.1,0,-2.6,-1.1,2,0.0,1,-8
O=C(Nc1ncc(Cc2ccc(Cl)cc2Cl)s1)c1ccc([N+](=O)[O-])cc1,2.2,0.4,0.3,-1.2,7,-0.4,-0.4,7,-0.3,-2,-5
COc1ccc(NC(=O)/C(=C\c2ccccc2)NC(=O)c2ccco2)cc1,0.6,-1.1,-0.4,-0.9,3,0.5,0.1,0,-0.5,-7,4
O=C(O)c1ccccc1NCc1ccncc1,-0.8,-0.6,0.4,-0.3,1,-1.4,0.8,-2,0.7,0,2
# Next results.
SMILES,FXN GAA850 act,DAX1 inh-1,hgDAF-12 ag,ssDAF-12 act,NPR2 activator,hcDAF-12 act,DAX1 inh-2,SMARCA2 activ,KLK7 zymogen act,GC-A act,sPLA2-III inh
COc1cccc(CNC(=O)CCCn2nc(C)c3c(C)n(-c4ccc(C)cc4)nc3c2=O)c1OC,0.1,-0.3,0.5,-1.5,-5,0.1,-0.1,-2,0.3,-3,-8
O=C(N/C(=C/c1ccc(Br)cc1)C(=O)N1CCCCC1)c1ccccc1F,1.6,-0.2,2.3,-1.0,-3,1.4,1.5,2,0.0,7,-6
Cn1cccc1C1(C(F)(F)F)NCCNC1=O (stereo not given),-0.3,-0.4,-2.9,-1.2,5,1.6,-0.6,-2,0.1,0,0
Cc1ccc(NC(=O)/C(=C/c2cccc(Br)c2)NC(=O)c2ccco2)cc1,-1.0,-0.6,-2.5,-0.2,-3,0.6,-0.3,0,-1.6,0,-9
CCOC(=O)N1CCN(C(=O)CCc2ccc(S(=O)(=O)NC(C)C)cc2)CC1,-0.2,0.3,1.5,-0.7,2,-0.5,0.5,-3,0.4,1,-2
CC(=O)c1cccc(NC(=O)N2CCCC2C(=O)NCc2ccc(F)cc2)c1 (stereo not given),-1.8,0.6,-0.2,-1.3,3,-1.0,0.1,-2,0.0,1,1
CC(C)N1CCC(=NNc2ccc([N+](=O)[O-])cc2S(=O)(=O)N2CCOCC2)CC1,2.5,0.8,-1.7,-1.2,1,-0.3,1.2,-1,0.2,2,2
COc1ccccc1C1/C(=C(/O)c2cnn(-c3ccccc3)c2C)C(=O)C(=O)N1CCN(C)C (stereo not given),1.8,2.3,3.2,-1.3,-5,-0.8,0.2,3,-0.3,1,4
Cc1ccccc1S(=O)(=O)/N=C(/Nc1nc2ccccc2s1)c1ccccc1,2.9,0.4,11*,-0.1,1,2.5,5.5*,4,-0.1,0,-3
Cc1ccc2oc(-c3cccc(NC(=O)/C=C/c4cccc([N+](=O)[O-])c4)c3C)nc2c1,-1.2,0.3,8.8,-0.1,0,6.2*,1.2,3,-0.7,5,9
Cc1cc(C)cc(Nc2ncnc3nc[nH]c23)c1,2.5,0.9,3.4,-0.8,-1,0.7,0.6,3,0.1,-4,-4
Cc1n[nH]c(=S)c2nn(-c3cccc(Cl)c3)c(C)c12,·,·,0.4,-1.6,-3,-1.5,0.7,-1,0.2,5,4
CCOc1ccc(C(=O)Nc2cc(C)on2)cc1OCC,0.2,0.3,1.4,-0.7,6,-0.6,-0.6,-3,0.3,2,5
O=C(NCCN1CCN(c2ccccc2Cl)CC1)Nc1ccccc1,2.5,-0.1,-2.0,-1.1,2,0.2,-0.2,-3,0.3,-6,-1
Oc1ccc(C[C@@H]2CNC(=S)N2CCCCC2CCCCC2)cc1,0.9,-1.4,0.6,-1.1,2,-0.2,-0.6,-1,0.9,3,-48
CC(Oc1ccccc1F)C(=O)NNC(=O)Cc1ccc(S(=O)(=O)N2CCOCC2)s1 (stereo not given),0.5,0.4,-0.9,-1.2,-8,0.6,-0.7,-1,0.3,-1,-42
Cc1nc2c(c(=O)c3ccccc3n2C)c(=O)n1C1CCCCCC1,0.2,1.7,-0.8,-1.1,-6,-1.5,-0.2,2,0.4,7,-3
CCOC(=O)C1CCCN(C(=O)c2ccc(C)cc2O)C1 (stereo not given),1.2,-0.6,0.7,-0.9,3,0.2,-0.2,-4,0.5,3,-1
COc1cc(C(=O)Nc2ccc(S(=O)(=O)N3CCc4ccccc43)cc2)cc(OC)c1OC,-2.9,-0.7,3.2,-0.8,4,2.6,-1.0,-3,0.7,4,-31
COc1ccc(S(=O)(=O)N2CCOCC2)cc1NC(=O)COC(=O)CCOc1ccc(C)cc1,-2.1,0.3,0.5,-0.8,-5,1.2,-0.1,-2,0.5,8,-2

# Nine neighbouring compounds already listed:
SMILES,FXN GAA850 act,DAX1 inh-1,hgDAF-12 ag,ssDAF-12 act,NPR2 activator,hcDAF-12 act,DAX1 inh-2,SMARCA2 activ,KLK7 zymogen act,GC-A act,sPLA2-III inh
Cc1ccc(NC(=O)/C(=C/c2cccc(Br)c2)NC(=O)c2ccco2)cc1,-1.0,-0.6,-2.5,-0.2,-3,0.6,-0.3,0,-1.6,0,-9
CCOC(=O)N1CCN(C(=O)CCc2ccc(S(=O)(=O)NC(C)C)cc2)CC1,-0.2,0.3,1.5,-0.7,2,-0.5,0.5,-3,0.4,1,-2
CC(=O)c1cccc(NC(=O)N2CCCC2C(=O)NCc2ccc(F)cc2)c1 (stereo not given),-1.8,0.6,-0.2,-1.3,3,-1.0,0.1,-2,0.0,1,1
CC(C)N1CCC(=NNc2ccc([N+](=O)[O-])cc2S(=O)(=O)N2CCOCC2)CC1,2.5,0.8,-1.7,-1.2,1,-0.3,1.2,-1,0.2,2,2
COc1ccccc1C1/C(=C(/O)c2cnn(-c3ccccc3)c2C)C(=O)C(=O)N1CCN(C)C (stereo not given),1.8,2.3,3.2,-1.3,-5,-0.8,0.2,3,-0.3,1,4
Cc1ccccc1S(=O)(=O)/N=C(/Nc1nc2ccccc2s1)c1ccccc1,2.9,0.4,11*,-0.1,1,2.5,5.5*,4,-0.1,0,-3
Cc1ccc2oc(-c3cccc(NC(=O)/C=C/c4cccc([N+](=O)[O-])c4)c3C)nc2c1,-1.2,0.3,8.8,-0.1,0,6.2*,1.2,3,-0.7,5,9
Cc1cc(C)cc(Nc2ncnc3nc[nH]c23)c1,2.5,0.9,3.4,-0.8,-1,0.7,0.6,3,0.1,-4,-4
Cc1n[nH]c(=S)c2nn(-c3cccc(Cl)c3)c(C)c12,·,·,0.4,-1.6,-3,-1.5,0.7,-1,0.2,5,4

# Assay outcomes as filed in PubChem BioAssay.
